High-throughput results from PubChem.
TR SRC2 fluor cs: counter-screen for TRb-SRC2 inhibitors: fluorescence interference; TRb/SRC2 Texas Red total fluorescence interference; Potency, µM (top dose mostly 106 µM), for inactives: at the top dose fluorescence change, negative = quenching; hit rate 0.29% among 280,000; active = well fitted curve in either direction with a large enough effect; inconclusive = small, poorly fitted or top-dose-only effect
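Human TRb ligand-binding domain at 0.6 uM with 20 nM Texas Red SRC2 peptide in Tris buffer containing 1 uM T3 and 5% DMSO, incubated with compound 5 h at ambient temperature. Total fluorescence (555/632 nm) calculated as parallel + 2 × perpendicular.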
Tau fibril FP: inhibitors of human tau fibril formation | hit rate 0.39% among 280,000 | K18 P301L tau heparin fibrillization, Alexa594 FP, 6 h | P10636 | Potency, µM (titrated, usually from 57.7 µM), inactives show at the highest dose activity, negative = inhibition, usual class: inhibitors; also: nearly all actives have a fitted effect of over 55% in size
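Human K18 P301L fragment (15 uM unlabeled plus 0.24 uM Alexa 594-labeled) in 100 mM sodium acetate pH 7 with compound, aggregation induced by 20 uM heparin for 6 hr at 37 C. ThT (30 uM) added for 1 hr, then Alexa 594 FP read.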
L3MBTL1 block: blocks human L3MBTL1 | hit rate 0.66% among 230,000 | AlphaScreen L3MBTL1–H3K9me1 peptide binding | Potency, µM (top dose mostly 57.1 µM), for the others: top-dose activity, negative = inhibition, hits mostly inhibitors | AID 485360 | Q9Y468; also: nearly all actives have a fitted effect of over 60% in size
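AlphaScreen proximity signal between nickel-chelate acceptor and streptavidin donor beads (final 10 ug/mL) reports binding of 50 nM L3MBTL1 to 75 nM biotin-H3 K9me1 peptide; complex incubated with compounds 30 min at room temperature; cefsulodin titration as control.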
TRb-SRC2 inh: disrupts binding of human TR beta to SRC2. P10828. TRbeta-SRC2 peptide binding, fluorescence polarization; receptor liganded with 1 µM T3. Potency, µM (titrated, usually from 106 µM), for inactives: top-dose activity change, negative = inhibition, hits mostly inhibitors. hit rate 0.065% among 280,000. AID 1469;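 also: plate controls were bound peptide for no effect and peptide without receptor for full effect; nearly all actives have a fitted effect of over 50% in size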
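A fluorescence polarization screen tested compounds at multiple concentrations against complex formation between 0.6 uM TRb ligand-binding domain and 20 nM Texas Red SRC2 peptide, with 1 uM T3 present; readout after 5 hr.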
Tau fibril ThT: inhibitors of human tau fibril formation, thioflavin T binding. P10636. recombinant tau K18 P301L, heparin-induced fibrillization, ThT fluorescence. Potency, µM (series often up to 57.4 µM), inactives show top-dose activity, negative = inhibition, usual class: inhibitors. hit rate 2.1% among 270,000. AID 1460; also: nearly all actives have a fitted effect of over 55% in size
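ThT emission at 510 nm, taken 1 hr after adding 30 uM dye, quantifies aggregates formed when 20 uM heparin acts on human tau K18 P301L for 6 hr at 37 C.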
RECQ1 inh: blocks DNA unwinding by human RECQ1; P46063; RECQ1 DNA unwinding, red fluorescence kinetic read; Potency, µM (top dose mostly 57.3 µM), inactives show top-dose activity, negative = inhibition, usual class: inhibitors; hit rate 0.54% among 240,000;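 also: plate controls were vehicle for no effect and no enzyme for full effect; nearly all actives have a fitted effect of over 30% in size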
Target sequence (P46063 whole entry, looked up): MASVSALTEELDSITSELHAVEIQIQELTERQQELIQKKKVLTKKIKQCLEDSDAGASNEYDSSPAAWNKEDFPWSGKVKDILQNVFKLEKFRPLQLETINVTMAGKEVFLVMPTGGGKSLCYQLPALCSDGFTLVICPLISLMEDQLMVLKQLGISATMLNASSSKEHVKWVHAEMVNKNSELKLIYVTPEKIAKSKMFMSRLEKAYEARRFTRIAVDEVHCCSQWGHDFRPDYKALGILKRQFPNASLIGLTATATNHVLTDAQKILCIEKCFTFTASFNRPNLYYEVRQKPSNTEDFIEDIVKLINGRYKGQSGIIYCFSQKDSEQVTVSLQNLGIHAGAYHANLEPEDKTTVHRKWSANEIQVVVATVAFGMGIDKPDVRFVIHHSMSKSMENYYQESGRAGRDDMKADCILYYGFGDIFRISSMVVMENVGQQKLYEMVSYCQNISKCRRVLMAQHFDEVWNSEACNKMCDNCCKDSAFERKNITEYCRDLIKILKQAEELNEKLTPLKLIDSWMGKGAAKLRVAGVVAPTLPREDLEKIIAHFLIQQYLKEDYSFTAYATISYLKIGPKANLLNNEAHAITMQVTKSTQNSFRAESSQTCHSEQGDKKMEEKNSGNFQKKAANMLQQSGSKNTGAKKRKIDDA
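RECQ1T1 50 nM; forked duplex (20 bp + 30-nt ss tails) 200 nM, ATP 2 mM final; pH 8.0, 2 mM MgCl2, 2.5 ug/ml poly(dI-dC); 15 min compound preincubation; discontinuous kinetic read over 2 h at RT.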
KDM4E inh: JMJD2E (human) inhibition. B2RXH2. JMJD2E catalytic domain, FDH-coupled NADH fluorescence (FDH is formaldehyde dehydrogenase). Potency, µM (doses to about 57.1 µM), inactives show at the top dose activity change, negative = inhibition, usual class: inhibitors. hit rate 1.6% among 230,000. AID 2147; active = well fitted inhibition curve with a large enough effect, not every such curve was filed as active; inconclusive = small, poorly fitted or top-dose-only effect, or another doubt; inactive = no such curve, though single readings can be large or run the other way;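 also: 0% = wells with enzyme and -100% = buffer wells without enzyme; nearly all actives have a fitted effect of over 50% in size; many of its hits are not listed in these tables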
GoLoco inh red: RGS12 GoLoco-Gai1 interaction inhibition. P63096. Gai1:RGS12 GoLoco peptide FP, rhodamine, 10 min. Potency, µM (titrated, usually from 61.6 µM), for the others: top-dose activity, negative = inhibition, hits mostly inhibitors. hit rate 0.44% among 230,000. AID 880; active = well fitted inhibition curve with a large enough effect, not every such curve was filed as active; inactive = no such curve, though single readings can be large or run the other way; also: nearly all actives have a fitted effect of over 30% in size; many of its hits are not listed in these tables
Target sequence (P63096 whole entry, looked up): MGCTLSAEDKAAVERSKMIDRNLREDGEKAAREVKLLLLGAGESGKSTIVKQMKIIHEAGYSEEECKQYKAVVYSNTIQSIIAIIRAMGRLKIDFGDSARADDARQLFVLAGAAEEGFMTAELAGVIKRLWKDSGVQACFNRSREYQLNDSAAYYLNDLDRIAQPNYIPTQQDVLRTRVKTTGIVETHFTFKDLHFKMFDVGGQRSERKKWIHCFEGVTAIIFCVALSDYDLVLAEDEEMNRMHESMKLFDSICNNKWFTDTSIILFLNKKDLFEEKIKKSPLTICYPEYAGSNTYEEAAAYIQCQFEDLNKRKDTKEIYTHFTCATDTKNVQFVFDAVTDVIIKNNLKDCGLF
Numbers without * were called inactive; i = inactive; ? = inconclusive; nt = no result given; [ ] = remark or other dose. Unless noted, calls follow the shape of the dose curve; as a rule, active = well fitted curve in the direction sought with a large enough effect; inconclusive = small, poorly fitted or top-dose-only effect, or another doubt; inactive = no such curve, though single readings can be large; an effect the other way counts as inactive or inconclusive. Unless noted, % is scaled to controls: 0 for no effect and ±100 for the full control effect; potency is read from the fitted curve at half-maximal effect.

molecule,TR SRC2 fluor cs,Tau fibril FP,L3MBTL1 block,TRb-SRC2 inh,Tau fibril ThT,RECQ1 inh,KDM4E inh,GoLoco inh red
COc1ccc(N2C(=O)c3ccccc3NC2c2cccnc2)cc1 (stereo unspecified),-5%,1%,nt,8%,-5%,-6%,?,-11%
Cc1nc2ccccc2c(=O)n1NC(=O)Cc1ccc([N+](=O)[O-])cc1,0%,-2%,-9%,3%,-6%,i,-4%,11%
O=C(N/N=C\c1cc(Br)ccc1O)c1ccc(S(=O)(=O)N2CCCCC2)cc1,3%,-3%,-7%,3%,10%,-2%,-10%,1%
CC(C)(C)C1CCC2(CC1)C(C#N)=C(SCC(=O)Nc1ccccc1)NC(=O)C2C#N (stereo unspecified),-2%,22µM*,nt,-14%,6%,13%,1%,5%
Cc1ccc(NC(=O)CSc2nc(C)c(C)c(C)n2)c([N+](=O)[O-])c1,-3%,16%,-19%,-4%,-14%,0%,-5%,10%
CCc1ccc(S(=O)(=O)c2nnn(-c3cccc(C)c3)c2N)cc1,5%,-4%,nt,4%,-12%,nt,nt,nt
COC(=O)c1ccc(C(=O)OC)c(NC(=O)C(C)(C)C)c1,0%,0%,1%,1%,-4%,i,?,6%
Cc1cccc(N(C(=O)Cn2nnc3ccccc32)C(C(=O)NC(C)(C)C)c2ccsc2)c1C (stereo unspecified),1%,-9%,7%,9%,-16%,2%,-3%,-3%
Cc1cc(NC(=O)/C=C/c2ccc(Br)cc2)no1,-1%,-6%,0%,-4%,2%,-3%,?,6%
Cc1ccc2c(c1)cc(CN(Cc1ccc3c(c1)OCO3)C(=O)c1cnccn1)c1nnnn12,-5%,1%,-7%,2%,-7%,i,-3%,4%
CCn1c(SCC(=O)O)nnc1C1CCCCC1,-1%,-5%,nt,-2%,-5%,i,3%,10%
CCOC(=O)CCCCC(=O)c1[nH]c(=O)[nH]c1Cn1ccnc1,-3%,2%,-2%,11%,12%,-3%,0%,-167%

In the list so far, these have a nitro group on carbon.
molecule,TR SRC2 fluor cs,Tau fibril FP,L3MBTL1 block,TRb-SRC2 inh,Tau fibril ThT,RECQ1 inh,KDM4E inh,GoLoco inh red
Cc1nc2ccccc2c(=O)n1NC(=O)Cc1ccc([N+](=O)[O-])cc1,0%,-2%,-9%,3%,-6%,i,-4%,11%
Cc1ccc(NC(=O)CSc2nc(C)c(C)c(C)n2)c([N+](=O)[O-])c1,-3%,16%,-19%,-4%,-14%,0%,-5%,10%

Remaining list, next part
molecule,TR SRC2 fluor cs,Tau fibril FP,L3MBTL1 block,TRb-SRC2 inh,Tau fibril ThT,RECQ1 inh,KDM4E inh,GoLoco inh red
CCOP(=O)(OCC)C(Nc1cccc(C(F)(F)F)c1)c1ccc(F)cc1 (stereo unspecified),-1%,3%,8%,1%,5%,-7%,-2%,0%
O=C(Cn1nc(Cc2cccnc2)c2ccccc2c1=O)NCC1CCCO1 (stereo unspecified),-1%,0%,-16%,-2%,-7%,-1%,3%,-6%
COc1cccc(OCC(O)CN2CCN(CCN3C(=O)c4cccc5cccc(c45)C3=O)CC2)c1 (stereo unspecified),-1%,10%,-9%,7%,-18%,-12%,?,6%
Cc1nc2ccccc2n1CCCOc1ccccc1,0%,3%,0%,-7%,-18%,1%,1%,-2%
O=C(CC1C(=O)NCCN1CC1CCCCC1)NCCc1ccc(F)cc1 (stereo unspecified),0%,6%,-5%,1%,-7%,i,-25%,14%
CCCC(=O)Nc1nc2ccc(NC(=O)c3c(F)c(F)c(OC)c(F)c3F)cc2s1,-3%,?,-1%,10%,11%,i,4%,13%
CC[C@H](C)[C@@H]1NC(=O)c2cc([N+](=O)[O-])cc(F)c2NCCCC[C@@H](C(N)=O)NC(=O)[C@H](CC(N)=O)NC1=O,-2%,-9%,3%,-9%,-5%,-4%,-6%,4%
CCCN(CC1CC1)S(=O)(=O)c1ccc(-n2cnnn2)c(OC)c1,0%,-6%,nt,0%,0%,i,6%,-4%
CCOC(=O)C(Cc1ccccc1)c1ccnc2ncnn12 (stereo unspecified),1%,4%,2%[11.4 µM],2%,0%,i,-12%,17%
N#Cc1c(/N=C/N2CCCC2)oc(-c2ccccc2)c1-c1ccccc1,-2%,11%,-3%,-8%,-15%,-11%,4%,29%
CCNC(=O)COC(=O)CCNC(=O)c1cccc(C)c1,-2%,5%,17%,9%,-1%,-3%,-4%,-3%
Cc1ccc(S(=O)(=O)NCCc2cn3ccsc3n2)cc1,-4%,9%,nt,-2%,2%,nt,nt,nt
Cn1c(=O)[nH]c(=O)c2c1nc(Br)n2CCCc1ccccc1,-3%,-6%,nt,1%,3%,?,5%,12%
Nc1nc(O)c2ncn([C@H]3CC[C@@H](CO)O3)c2n1,6%,-6%,nt,3%,-7%,-6%,2%,2%
CCOC(=O)/C(C#N)=C1/C=CN(c2ccc(C)cc2)C=N1,-6%,3%,nt,2%,-16%,-14%,-14%,4%
CC1=C(C(=O)Nc2ccc(C)cc2)C(c2ccc(Cl)cc2)n2nnnc2N1 (stereo unspecified),-1%,?,nt,-1%,6%,nt,nt,nt
CC(=O)O[C@@H](C)C#C[Si](C)(C)c1ccccc1,-1%,0%,nt,-1%,0%,-7%,1%,-3%
CC1(C)CC(=O)C(Sc2ccccc2[N+](=O)[O-])=C(O)C1,-1%,-4%,3%,1%,-15%,-2%,?,-1%
Cc1cnc([N+](=O)[O-])n1CCOC(=O)NC(=O)c1ccc(F)cc1,-1%,0%,nt,-4%,-6%,-2%,1%,-10%
Cc1cc(C)n2nc(SCC(=O)N/N=C/c3ccccc3F)nc2n1,-1%,2%,7%,-10%,1%,-15%,3%,8%
COC(=O)CCC(=O)Nc1cccc(Br)c1,-1%,11%,9%,2%,2%,-3%,5%,-2%
CCCC1=NN(C(=O)C(=O)Nc2ccc(Br)cc2)C(O)(C(F)(F)F)C1 (stereo unspecified),-2%,6%,nt,-3%,?,-4%,3%,6%
CC(C)=NOC[C@@H](C)[C@H](OCc1ccccc1)C(C)C,1%[11.2 µM],?,nt,3%[11.2 µM],-9%[11.5 µM],-6%[11.5 µM],nt,nt
COc1ccc(CCN2CC(O)=C(c3nc4ccccc4c(=O)[nH]3)C2=N)cc1OC,1%,-1%,4%,-13%,?,-10%,?,14%
CCS(=O)(=O)N1CCCC(C(=O)NCCCN2CCCC2=O)C1 (stereo unspecified),1%,-11%,0%,-22%,0%,-5%,3%,0%
C=CCn1c(SCc2ccc(Cl)c(Cl)c2)nnc1C(CO)NC(=O)c1ccc(OC)cc1 (stereo unspecified),-4%,-1%,-17%,-7%,-2%,6%,0%,6%
Cc1ccc(-c2nc(CCNC(=O)C(=O)Nc3ccc(F)cc3F)cs2)cc1,1%,-4%,nt,5%,-11%,nt,nt,nt
COCCOC(=O)N/C=C\c1nc2ccccc2c(=O)[nH]1,-2%,5%,3%,-3%,-3%,i,5%,9%
COc1ccc(C(=O)N/N=C/c2ccc(OC(=O)c3cccc4ccccc34)c([N+](=O)[O-])c2)cc1,0%,-2%,-17%,10%,5µM*,-10%,-5%,3%
O=C1CC(N2CCN(Cc3ccc4c(c3)OCO4)CC2)C(=O)N1Cc1ccc(N2CCCC2=O)cc1 (stereo unspecified),-1%,-2%,10%,-7%,-2%,-9%,-4%,7%
CCN(CC)c1ccc(C2C(C(N)=O)=C(C)Nc3ncnn32)cc1 (stereo unspecified),-4%,4%,nt,5%,3%,nt,nt,nt
COc1ccc2c(c1)CCC1C2=NN(/C(C)=C\C(C)=O)C1c1ccc(F)cc1 (stereo unspecified),4%,3%,-20%,5%,6%,23%,0%,2%
N#Cc1sc2nc3c(c(-c4cccnc4)c2c1N)CCC3,1%,1%,8%,-3%,-7%,-12%,7%,2%
Cc1ccccc1CNc1nc(N(C)C)nc2c1cnn2C,0%,8%,nt,6%,-5%,nt,nt,nt
Cc1nn(C)c(C)c1CNC(=O)Nc1ccc(Cl)cc1,-1%,-5%,nt,-7%,6%,-6%,-5%,2%
COc1ccc(CCNC(=O)C2CCN(S(=O)(=O)c3ccc(OC)c(OC)c3)CC2)cc1,-3%,1%,nt,-10%,-8%,-4%,6%,7%
Cc1onc(-c2c(F)cccc2Cl)c1C(=O)NC1CCSC1=O (stereo unspecified),4%,-1%,nt,-20%,1%,i,6%,-9%
Cc1cc(C)n(-c2nc(SCC(=O)O)c3c4c(sc3n2)COC(C)(C)C4)n1,1%,-2%,-2%,-2%,9%,-4%,?,3%
COc1cc(C(=O)NC2CCN(Cc3nnnn3Cc3cccs3)CC2)cc(OC)c1OC,-1%,-5%,nt,3%,-6%,-8%,-1%,5%
N#CC(c1ccccc1O)N1N=C(c2ccccc2)CC1c1ccccc1 (stereo unspecified),-2%,4%,36%[activator],-2%,?,-4%,32µM*,10%
CCNC(=S)Nc1cccc(S(=O)(=O)NC2=NCCC2)c1,-2%,1%,nt,-1%,-7%,-6%,?,-2%
CCOC(=O)C(Oc1ccc(=O)[nH]n1)C(C)=O (stereo unspecified),0%,-3%,-9%,9%,2%,-2%,8%,nt
C/C=C/Cn1c(SCc2ccccc2)nc2c1c(=O)[nH]c(=O)n2C,0%,-2%,6%,-1%,-12%,-2%,1%,2%
CC1(C)O[C@@H]2[C@@H](O1)C(c1ccccc1)(c1ccccc1)OP(=O)(O)OC2(c1ccccc1)c1ccccc1,0%,1%,nt,6%,-12%,2%,-15%,3%
CN(C)c1nc(N)c([N+](=O)[O-])c(NCc2ccccc2)n1,1%,-17%,1%,3%,-7%,-1%,10%,1%
N#Cc1c(N2CCN(C(=O)c3ccco3)CC2)nc(-c2ccccc2)c2c1CCCC2,1%,4%,-5%,-3%,-16%,-9%,?,-5%

The list is partial; rates above refer to the full screens.
